High-throughput results as filed in PubChem.
RAD52 anneal inh = RAD52 DNA annealing inhibitors, primary screen, biochemical, FRET, single point, set 2; recombinant RAD52 DNA annealing, FRET fluorescence; inhibition, % at 18.7 µM; 360,000 compounds, 0.46% hits; AID 651710, 2012;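 active = every replicate showing at least 50% inhibition; inconclusive = mean inhibition at least 50% but not in every replicate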
esBAF inh = Bmi1 luciferase reporter increase in mESCs, primary screen, esBAF inhibitor project, mouse ES cells, Bmi1 luciferase knock-in, single point | 24 h; 100% = twice the neutral-well signal | reporter increase, % at 12.5 µM | 350,000 compounds, 2% hits | AID 602393, 2012; in the data active = activation above about 40%; inconclusive = no clear call, values can overlap the other calls;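 note: 0% = median of the plate's neutral control wells and 100% = double that signal; a rise in the Bmi1 reporter signal indicates esBAF inhibition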
RAD54 inh = inhibitors of human RAD54 branch migration, primary screen, biochemical, fluorescence, single point; DNA repair and recombination protein RAD54-like (Homo sapiens), Q92698; RAD54 Holliday junction branch migration, FAM/BHQ fluorescence; inhibition, % at 10.4 µM; 360,000 compounds, 0.14% hits; AID 602329, 2012;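 active = mean normalized replicate activity at least 40 and at least half of replicates scoring 40 or more; inconclusive = only one of the two criteria met; inactive = mean below 40 and under half of replicates reaching 40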;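 note: 0% = median of neutral control wells and 100% = median of positive control wells; inhibitors cause a drop in the FAM fluorescence signal; in these data hits start at about 50%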
Target sequence (Q92698 whole entry, looked up): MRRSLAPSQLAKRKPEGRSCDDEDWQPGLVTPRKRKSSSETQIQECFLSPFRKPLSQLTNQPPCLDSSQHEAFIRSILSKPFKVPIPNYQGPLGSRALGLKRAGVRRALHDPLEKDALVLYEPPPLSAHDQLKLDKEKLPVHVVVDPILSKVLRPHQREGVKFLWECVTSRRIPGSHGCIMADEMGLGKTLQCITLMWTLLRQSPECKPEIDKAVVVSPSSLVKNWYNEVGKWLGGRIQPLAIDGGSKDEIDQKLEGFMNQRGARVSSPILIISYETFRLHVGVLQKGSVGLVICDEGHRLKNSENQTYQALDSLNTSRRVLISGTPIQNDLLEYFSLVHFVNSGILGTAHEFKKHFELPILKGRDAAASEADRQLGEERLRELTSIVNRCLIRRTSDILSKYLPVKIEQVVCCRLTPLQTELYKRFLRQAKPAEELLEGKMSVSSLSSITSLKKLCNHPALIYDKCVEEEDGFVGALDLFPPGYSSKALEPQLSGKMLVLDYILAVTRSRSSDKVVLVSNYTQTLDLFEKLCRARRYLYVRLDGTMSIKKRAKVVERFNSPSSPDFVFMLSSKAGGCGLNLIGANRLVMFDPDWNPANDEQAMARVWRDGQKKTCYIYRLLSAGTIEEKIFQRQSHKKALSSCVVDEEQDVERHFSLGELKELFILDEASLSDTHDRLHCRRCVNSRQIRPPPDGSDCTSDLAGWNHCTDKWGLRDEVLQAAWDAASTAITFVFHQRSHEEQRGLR
ERp5 inh = inhibitors of ERp5-driven insulin aggregation, primary screen, biochemical, turbidity, absorbance 650 nm, single point. 90 min. inhibition, % at 9.99 µM. 350,000 compounds, 0.05% hits. AID 651711, 2012;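 active = mean replicate inhibition above about 25%, with every replicate also reaching it, limit read from the data, passing the limit was not always enough; inconclusive = only one of those two criteria met; inactive = neither criterion met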
Casp6 inh = human caspase-6 inhibitors, primary screen, biochemical, VEID-R110 fluorescence, single point, set 2; P55212; purified caspase-6, Z-VEID-R110 cleavage fluorescence; inhibition, % at 12.5 µM; 350,000 compounds, 0.53% hits; AID 686996, 2013;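 active = mean inhibition across replicates at least about 35%, with every replicate also reaching that limit, limit read from the data; inconclusive = only one of the two criteria met; inactive = neither criterion met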;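 note: 0% = median of neutral control wells and 100% = no fluorescence left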
Target sequence (P55212 24-179 limits assumed): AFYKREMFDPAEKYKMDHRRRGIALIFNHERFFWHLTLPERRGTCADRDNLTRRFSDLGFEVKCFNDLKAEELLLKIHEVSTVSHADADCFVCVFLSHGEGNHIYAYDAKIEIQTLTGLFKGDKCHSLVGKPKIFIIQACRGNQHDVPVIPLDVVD
Target sequence (P55212 194-293 limits assumed): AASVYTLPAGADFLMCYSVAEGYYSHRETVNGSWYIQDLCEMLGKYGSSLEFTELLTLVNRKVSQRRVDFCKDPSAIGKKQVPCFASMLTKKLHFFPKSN
PglD inh = C. jejuni PglD acetyltransferase inhibitors, primary screen, biochemical, DTNB colorimetric, single point; 360,000 compounds, 0.098% hits; purified PglD enzyme, DTNB colorimetric CoA detection; inhibition, % at 12.5 µM; UDP-N-acetylbacillosamine N-acetyltransferase PglD (Campylobacter jejuni); AID 602405, 2012; in the data active = inhibition above about 16%, passing the limit was not always enough; inconclusive = no clear call, values can overlap the other calls; note: strong numbers were not always called active
E-selectin induc = E-selectin induction in HUVECs, primary screen, imaging, HUVEC, immunofluorescence imaging, single point | normalized: neutral wells 0, TNF-alpha wells 100 | 260,000 compounds, 0.37% hits | AID 686992, 2013 | activation, % at 7.58 µM | P16581;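 active = mean E-selectin-positive cell signal at least 10% of the positive control, reached in at least 60% of replicates, without over 20% cell loss; inconclusive = no rule given, readout overlaps actives, possibly toxicity-flagged; inactive = the rest, including those meeting only one limit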;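 note: in these data hits start at about 27%; measured in HUVEC primary endothelial cells; signal is the percent of cells scored E-selectin positive by PE staining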
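Assay system: HUVEC, human umbilical vein endothelial cells / Amount: 3,000 HUVEC/well / Controls: TNF-alpha positive control, DMSO neutral control / Compound dosing: single concentration / Medium: EGM-2 over gelatin coat / Evaluation: percent E-selectin-positive cells / Signal: immunofluorescence imaging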
ARNT TACC3 PPI = disruptors of ARNT/TACC3 protein interaction, primary screen, biochemical, AlphaScreen, single concentration; Transforming acidic coiled-coil-containing protein 3 (Homo sapiens), Q9Y6A5; AlphaScreen His-ARNT PAS-B/GST-TACC3 binding, luminescence; TACC3 fragment carries E629A point mutation; inhibition, % at 9.99 µM; 390,000 compounds, 0.66% hits; AID 623870, 2012;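 active = mean inhibition of replicates at least 50% and at least half of replicates each reaching 50%; inconclusive = half or more replicates reach 50% but mean below 50%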;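 note: 0% = complete ARNT plus TACC3 wells and 100% = ARNT alone without TACC3; many hits fall short of the cut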
* = called active by the depositor; ? = inconclusive; / = no result given.

SMILES | RAD52 anneal inh | esBAF inh | RAD54 inh | ERp5 inh | Casp6 inh | PglD inh | E-selectin induc | ARNT TACC3 PPI
COC(=O)c1cc2nc(-c3ccc(OC)cc3)cc(C(F)(F)F)n2n1 | / | -12 | -1 | / | / | 4 | / | -8
C/C=C/c1ccc2c(c1)O[C@@H](CN(C)C(=O)NC1CCCC1)[C@@H](C)CN([C@H](C)CO)S2(=O)=O | 2 | -2 | -2 | -5 | 1 | -3 | 0.9 | -3
O=C(Cc1ccccn1)NCC[C@H]1CC[C@H](NC(=O)Nc2ccc(F)cc2)[C@H](CO)O1 | -27 | -5 | -4 | 5 | -4 | 1 | 0.3 | 2
CCC(CC)C(=O)Nc1nc(-c2ccc3c(c2)CCN3C(=O)C2CC2)c(C)s1 | / | 14 | 1 | / | / | 3 | / | -2
CCCCOc1ccc(/C(O)=C(\C#N)c2nc3ccccc3[nH]2)cc1 | -4 | -1 | 2 | 1 | -1 | 1 | 0.6 | 2
CC(C)NCC(O)COCCOc1ccc(C(C)(C)C)cc1 (stereo unspecified) | / | / | -6 | / | / | -7 | 0.1 | -1
Fc1ccccc1-c1nnc2c3ccccc3nc(N3CCOCC3)n12 | / | -5 | 5 | / | / | 2 | / | 8
C[C@H]1CN([C@@H](C)CO)C(=O)c2cc(NC(=O)CCCN(C)C)ccc2O[C@H]1CN(C)S(=O)(=O)c1ccccc1 | 4 | -7 | -12 | 4 | 3 | 0 | 0.1 | 1
O=C(c1ccc(F)cc1)N1CC(=O)N2[C@H](CO)[C@H](c3ccc(C#CC4CCCCC4)cc3)[C@H]2C1 | -21 | / | / | 0 | 1 | / | -0.6 | /
CCCN1C2=C(C(=O)CC(C)(C)C2)C(c2ccc(F)cc2)C2=C1c1ccccc1C2=O (stereo unspecified) | / | 6 | -10 | / | / | -5 | / | 3
Cc1ccc(S(=O)(=O)NCc2ccccc2)cc1C(=O)NCC(=O)Nc1c(C)cccc1C | -1 | / | / | 1 | 0 | / | -0.1 | /
COc1ccc(CCN2CCCn3c2nc2c3c(=O)n(CC(N)=O)c(=O)n2C)cc1OC | -7 | 8 | -5 | 8 | 4 | -1 | 0.0 | 8
COCC(=O)Nc1ccc2c(c1)OC[C@@H](C)N(Cc1ccccc1)C[C@H](C)[C@H](OC)CN(C)C2=O | -12 | 0 | 4 | -4 | -1 | 2 | 0.1 | 5
CC1CCCCN1C(=O)CSc1nnc(-c2ccccc2F)o1 (stereo unspecified) | -9 | 32 | 1 | 6 | / | -4 | 0.2 | -6
O=C(Nc1ccc(Br)cc1)Nc1ccccc1Cl | -5 | ? | / | 1 | -4 | / | 0.4 | /
CC(=O)c1ccc(NC(=S)N2CCC(Cc3ccccc3)CC2)cc1 | -85 | / | / | 0 | -5 | / | / | 3
O=c1c2cc([N+](=O)[O-])ccc2sn1-c1ccccc1 | -6 | 12 | -10 | -4 | 14 | 5 | / | /
Nc1nc(/C=C/c2ccc(F)cc2)nc(-c2ccccc2O)n1 | -34 | / | -1 | 8 | -1 | 2 | 1.4 | 1
O=C(COc1ccc(Cl)cc1)Nc1cccc(-c2ccc(N3CCOCC3)nn2)c1 | -14 | -38 | 5 | 3 | 0 | 1 | -1.3 | -3
CC1CCCCC12NC(=O)N(CC(=O)Nc1ccc(S(=O)(=O)Nc3ncccn3)cc1)C2=O (stereo unspecified) | -47 | -13 | -4 | -10 | 2 | 0 | / | -2
CN(CC(=O)Nc1ccc(Cl)c(Cl)c1)C(=O)CNC(=O)C1CCCCC1 | -1 | 0 | -6 | -1 | -2 | -1 | / | /
CCc1noc(C)c1C(=O)N(C)CC(=O)Nc1cccc(OC)c1 | -9 | 10 | 2 | 1 | -1 | -7 | 0.0 | 1
CS(=O)(=O)c1nc(S(=O)(=O)c2ccc(Cl)cc2)c(N2CCCCC2)s1 | -2 | -1 | 1 | 5 | 0 | 1 | 0.0 | 0
COc1ccc(OC)c(C(=O)NC(CC(N)=O)c2ccc(NCCOc3ccccc3)c([N+](=O)[O-])c2)c1 (stereo unspecified) | -7 | 1 | 2 | -2 | 3 | 1 | -0.4 | -2
Cc1ccc(S(=O)(=O)N2CCOCC2)cc1C(=O)Nc1cc(S(=O)(=O)N2CCCCC2)ccc1O | -13 | 5 | 1 | 4 | 2 | 1 | -1.9 | 2
COc1ccc2c3c(n(C)c2c1)[C@H](CO)N(C(=O)c1ccccn1)CC31CCN(C(=O)c2ccccn2)CC1 | 3 | / | / | -12 | -1 | / | 2.4 | /
CC(=O)NC(C)(c1ccccc1)c1nc(-c2cccc(F)c2)cs1 (stereo unspecified) | -14 | 16 | 9 | 1 | 0 | -5 | 1.5 | /
CNS(=O)(=O)c1ccc(C(=O)NCC(=O)NC(C)c2cccs2)cc1 (stereo unspecified) | -5 | -11 | 14 | -3 | 0 | / | / | -12
O=C(COC(=O)/C=C/c1ccco1)NCc1ccccc1Cl | -9 | / | / | 4 | 5 | / | / | 2
Cc1ccc(S(=O)(=O)N2CCC(C(=O)NCC3CCCCC3)CC2)cc1 | -11 | -1 | 5 | 2 | 10 | -2 | -0.3 | 3

Brought forward from above: 2 compounds, then new ones.
SMILES | RAD52 anneal inh | esBAF inh | RAD54 inh | ERp5 inh | Casp6 inh | PglD inh | E-selectin induc | ARNT TACC3 PPI
O=C(COC(=O)/C=C/c1ccco1)NCc1ccccc1Cl | -9 | / | / | 4 | 5 | / | / | 2
Cc1ccc(S(=O)(=O)N2CCC(C(=O)NCC3CCCCC3)CC2)cc1 | -11 | -1 | 5 | 2 | 10 | -2 | -0.3 | 3
O=C(CNC(=O)c1n[nH]c2ccccc12)Nc1ccc(F)c(F)c1F | -15 | -1 | 2 | 2 | 4 | -6 | 1.2 | -9
C[C@@H]1CN([C@H](C)CO)S(=O)(=O)c2ccc(C#CC3CC3)cc2O[C@H]1CN(C)Cc1ccncc1 | 7 | -2 | -10 | 9 | 1 | 0 | 0.4 | 29
CCOC(=O)C1CCCN(c2c(C(=O)c3ccccc3)cnc3ccccc23)C1 (stereo unspecified) | -20 | / | / | 1 | 1 | / | 0.5 | 7
CN(C)c1cccc(-c2csc(N3CCC(C(N)=O)CC3)n2)c1 | -4 | 60* | 1 | 1 | -1 | -5 | 0.3 | 2
CN(CC(=O)Nc1ccc(OC(F)(F)F)cc1)C(=O)c1ccc(N2CCCC2=O)cc1 | -7 | 4 | 12 | -8 | 1 | -7 | -1.1 | 5
O=C(COc1cccnc1[N+](=O)[O-])Nc1cccc(S(=O)(=O)N2CCOCC2)c1 | 0 | / | / | 3 | 7 | / | / | -2
CC(C)C(=O)NNC(=O)CSc1ncnc2c1cnn2-c1ccccc1Cl | -15 | / | / | 0 | / | / | 0.0 | -12
Cc1noc(C)c1NC(=O)N(C)C[C@H]1Oc2ccc(NC(=O)CCCCCC(=O)Nc3ccccc3N)cc2C(=O)N([C@H](C)CO)C[C@@H]1C | -5 | / | / | 5 | 1 | / | -3.4 | /
CSc1ccccc1NC(=O)CSCc1ccccc1Br | / | 8 | -4 | / | / | 3 | / | -11
CCc1ccccc1OCC(=O)Nc1ccc(F)c(S(=O)(=O)N2CCOCC2)c1 | -7 | / | / | 1 | 7 | / | -0.2 | /
CC1CCC2(CC1)NC(=O)N(CC(=O)N1CC(C)CC(C)C1)C2=O (stereo unspecified) | -6 | 0 | -2 | / | 2 | 0 | -1.9 | -4
Cc1noc(C)c1-c1ccc(C(=O)NCc2cccc(Cl)c2)c2occc12 | -11 | 0 | -10 | 4 | 2 | 1 | -0.4 | /
Cc1nc([N+](=O)[O-])cn1C(C)C | -1 | -3 | -6 | 5 | 1 | -5 | 0.4 | -14
CCOC(=O)C1=C(C)N(Cc2ccc(C(=O)O)cc2)C(=O)NC1c1ccc([N+](=O)[O-])cc1 (stereo unspecified) | -14 | -1 | -3 | 4 | -4 | -4 | 0.1 | -8
CC(CN1CCN(C)CC1)OC(=O)c1ccc(Cl)cc1Cl (stereo unspecified) | / | 1 | 4 | / | / | 0 | / | -3
NS(=O)(=O)c1ccc(NC(=S)NNC(=O)c2ccc(Br)o2)cc1 | -12 | 3 | -4 | -13 | 1 | -3 | -0.1 | 2
C[C@@H]1CN([C@@H](C)CO)C(=O)c2cc(/C=C/c3ccccc3)cnc2O[C@@H]1CN(C)C(=O)NC1CCCCC1 | 17 | -2 | 5 | 0 | 0 | 1 | -0.2 | -1
O=C(CN1CCOCC1)NCC[C@@H]1CC[C@@H](NC(=O)Nc2ccc(F)cc2)[C@H](CO)O1 | -6 | 6 | -3 | -4 | 0 | -1 | -1.7 | 1
COc1ccc(/C(C)=N\NC(=O)c2ccc3c(c2)OCO3)cc1OC | 0 | / | / | 4 | 0 | / | 0.4 | /
COc1cc(OC)cc(-c2c(-c3cccs3)c3cc(-c4ccc5[nH]ccc5c4)ccc3n2C)c1 | -2 | 3 | -1 | -1 | / | -5 | 0.6 | -1
C[C@H](CO)N1C[C@H](C)[C@H](CN(C)C(=O)CC2CC2)Oc2cc(C#C[C@@H](C)O)ccc2S1(=O)=O | 2 | -5 | 3 | -3 | 3 | -1 | -0.1 | -6
O=C1/C(=C\Nc2ccc(Cl)cc2)CCN1c1ncccn1 | / | 32 | -2 | / | / | -2 | / | 17
Cc1ccc(NC(=O)CCn2nc(C)cc2C)cc1 | / | 8 | 1 | / | / | 10 | / | 3
CC(=O)C1=NN(c2ccccc2)C2(S1)S/C(=C\c1ccccc1)C(=O)N2c1ccccc1 (stereo unspecified) | / | 1 | 0 | / | / | -3 | / | 4
COc1ccc(-c2nc(S(=O)(=O)c3ccccc3)c(N3CCOCC3)o2)cc1 | -2 | / | / | 5 | 0 | / | 0.1 | 13
O=C1CCC/C(=N/NC(=O)c2cc(NS(=O)(=O)c3cccs3)cc(NS(=O)(=O)c3cccs3)c2)C1 | -24 | -1 | / | -2 | 6 | / | 1.2 | 4
CCOC(=O)CN/C=C(\C#N)c1ccc(F)cc1 | -15 | -2 | / | 5 | -5 | / | -0.5 | -1
COc1ccc(Cl)cc1NC(=O)CCn1c(=O)oc2ccccc21 | -100 | -4 | 0 | -3 | 1 | 5 | 0.5 | -2
CC1CCC(C(C)C)C(=O)/C1=C\c1ccc(NC(=O)CCC(=O)O)cc1 (stereo unspecified) | -18 | -5 | 0 | 6 | -1 | 8 | / | /
COc1ccc(CN2C(=O)[C@@H]3C(c4ccc(F)cc4)=NO[C@@H]3C2=O)cc1 | / | -3 | -2 | / | / | 4 | / | -4
COC(=O)C(C)Oc1ccc2c(c1)O/C(=C\c1ccco1)C2=O (stereo unspecified) | -21 | -3 | -4 | 0 | 5 | -10 | / | 12
CCOC(=O)[C@]12CCCC=C1N(CCC1=CCCCC1)C(=O)[C@H](CC(=O)N1CCCCC1)C2 | 6 | / | / | 2 | 2 | / | -0.3 | /
